Screening results: PubChem, several laboratories
PABP1 MLLE inh – blocks PAM2 peptide binding to the PABP1 MLLE domain; P11940; actives 0.36% (n = 360,000); GST-MLLE / FITC-PAM2 fluorescence polarization; inhibition, % at 20 µM; in the data active = inhibition above about 35%, passing the limit was not always enough;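 note: plate controls were DMSO wells with GST-MLLE for no effect and wells lacking GST-MLLE protein for full effect; some results filed as inactive read as strong as hits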
Target sequence (P11940 whole entry, looked up, the tested form may be a part): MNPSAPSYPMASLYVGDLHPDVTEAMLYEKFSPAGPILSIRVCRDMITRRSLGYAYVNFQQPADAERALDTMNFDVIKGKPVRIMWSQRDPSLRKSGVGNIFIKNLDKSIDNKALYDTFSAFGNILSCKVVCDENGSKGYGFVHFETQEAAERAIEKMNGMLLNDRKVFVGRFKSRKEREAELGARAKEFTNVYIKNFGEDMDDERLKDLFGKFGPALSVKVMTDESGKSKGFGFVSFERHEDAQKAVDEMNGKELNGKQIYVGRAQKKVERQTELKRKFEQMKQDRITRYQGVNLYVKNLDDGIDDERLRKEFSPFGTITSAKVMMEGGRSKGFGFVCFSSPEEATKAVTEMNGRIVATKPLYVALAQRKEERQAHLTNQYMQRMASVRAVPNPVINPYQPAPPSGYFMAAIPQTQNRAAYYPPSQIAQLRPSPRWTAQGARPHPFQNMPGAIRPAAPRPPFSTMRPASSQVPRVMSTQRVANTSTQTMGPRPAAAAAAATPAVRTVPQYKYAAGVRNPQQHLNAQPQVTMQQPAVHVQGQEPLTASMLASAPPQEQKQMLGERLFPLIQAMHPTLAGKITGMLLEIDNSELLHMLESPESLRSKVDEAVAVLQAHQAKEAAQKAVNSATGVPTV
CendR NRP1 mod – NRP-1/CendR interaction modulation. O14786. FAM-RPARPAR peptide binding to NRP-1, fluorescence polarization. inhibition, % at 25 µM. actives 0.85% (n = 360,000);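 active = inhibition or corrected inhibition above about 18%, plus a signal ratio from 0.5 to 1.5, limit read from the data, passing the limit was not always enough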; note: strong numbers were not always called active
FAS TE block – blocks the thioesterase domain of human fatty acid synthase; inhibition, % at 15 µM; recombinant FAS-TE, OMFH fluorogenic substrate, fluorescence endpoint; P49327; actives 0.67% (n = 360,000);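 active = compounds whose normalised, plate-corrected inhibition of enzyme fluorescence in the single-dose primary screen is 50% or more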;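 note: 0% = DMSO with enzyme and 100% = substrate without enzyme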
MsrA inhibitor – inhibits bovine methionine sulfoxide reductase A | purified bovine MsrA, absorbance read-out | inhibition, % at 15.5 µM | actives 0.75% (n = 360,000); in the data active = inhibition above about 4.5%;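 note: 0% = vehicle wells with enzyme and 100% = reference inhibitor wells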
eLon inh – inhibits E. coli Lon protease; P0A9M0; purified E. coli Lon protease, fluorescence polarization; inhibition, % at 7.94 µM; actives 0.42% (n = 360,000); in the data active = inhibition above about 13%, passing the limit was not always enough;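 note: 0% = enzyme with probe and DMSO and 100% = no enzyme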
MT1-MMP act inh – blocks activation of human MT1-MMP. P50281. HT1080 RFP-PRO-GFP cells, GFP/RFP ratio fluorescence, overnight; percent of plate control window, DMSO zero. GFP/RFP ratio change, % at 20 µM. actives 0.061% (n = 360,000). AID 651647;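 active = GFP/RFP ratio change of at least 30% with cell ATP level not reduced by more than half and red fluorescence within 50% of control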; note: strong numbers were not always called active
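Assay system: HT1080 cells carrying an RFP-PRO-GFP reporter | Dosing: Single dose of 20 µM compound, 1% DMSO final | Incubation: Cells overnight before dosing, compound overnight, 37 °C, 5% CO2 | Evaluation: GFP/RFP fluorescence ratio | Control set: DMSO and RFP-L50D-GFP cell wells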
MsrA act – activates bovine MsrA enzyme. actives 0.3% (n = 360,000). purified bovine MsrA, absorbance read-out. activation, % at 10.6 µM; in the data active = activation above about 7.5%;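 note: 0% = vehicle and 100% = reference activator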
TbMetRS inhib – blocks T. brucei methionyl-tRNA synthetase activity | actives 0.4% (n = 360,000) | AID 624268 | purified T. brucei MetRS, ATP depletion, Kinase-Glo luminescence | inhibition, % at 11.9 µM;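 active = inhibition above a per-plate cutoff of the control wells' mean inhibition plus 3 SD, cut at about 5.5% in these data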;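 note: 0% = DMSO wells median and 100% = median of wells with control inhibitor compound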
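System: purified T. brucei MetRS enzyme / Detection: Kinase-Glo luciferase luminescence reporting remaining unconsumed ATP / Medium: HEPES buffer with MgCl2, KCl, DTT, spermine, BSA, pyrophosphatase / Replication: singlicate, one well per compound / Evaluation: percent inhibition relative to median high and low control wells / Schedule: 2 h aminoacylation at 25 °C after 15 min preincubation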
SKN-1 block – C. elegans SKN-1 inhibition; C. elegans VP596 Pgst-4::GFP/RFP ratio, acrylamide-induced, 24 h; inhibition, % at 21.8 µM; AID 624304; actives 0.49% (n = 360,000);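 active = interference check ratio from 0.5 to 1.5 plus GFP to RFP signal ratio inhibition reaching or exceeding a fixed threshold, cut at about 30% in these data, passing the limit was not always enough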; note: some compounds called inactive have numbers as strong as hits
* hit, by the source's call; . = not tested or not shown.

Values run as follows: PABP1 MLLE inh, CendR NRP1 mod, FAS TE block, MsrA inhibitor, eLon inh, MT1-MMP act inh, MsrA act, TbMetRS inhib, SKN-1 block
1. COc1ccc(C2(c3ccc(OC)cc3)NC(=O)N(CC(=O)N(C)C)C2=O)cc1
  12, 6, -1, 0.2, 7, 0, -4, 0.1, 8
2. COc1ccc(/C=N/Nc2cc(C)nc3ccc(Br)cc23)cc1
  -28, 1, 8, 0.6, -9, -5, 1, 0.4, 24
3. CC(C)c1nc(N2CCOCC2)c(C#N)c2c1CCC2
  8, -4, 6, 2.7, -3, -5, -5, 1.4, 15
4. Cc1sc2nc(-c3cccs3)oc(=O)c2c1C
  -3, 10, 30, 0.8, -3, 0, 0, -0.4, -18
5. CN(CCOc1ccc(Cl)cc1)CC(O)c1ccccc1 (centres undefined)
  0, -6, 3, -0.5, -1, 1, -1, -0.9, 1
6. O=C(Nc1nc2ccccc2[nH]1)c1ccc(Cl)c(S(=O)(=O)N2CCCC2)c1
  -8, 34*, 4, ., 6, -6, 1, 0.6, 7
7. COc1ccccc1NS(=O)(=O)c1ccc(C(=O)N2CCCC(C(F)(F)F)C2)cc1 (centres undefined)
  -5, -10, 3, 0.1, -2, 1, -4, -0.4, -1
8. O=S(=O)(NCCc1ccc(F)cc1)c1cc(C(F)(F)F)ccc1Br
  -1, -4, 26, 0.0, 5, 4, -1, 0.1, 4
9. Cc1ccnc(SCc2cc(=O)c(OC(=O)c3ccco3)co2)n1
  -2, 1, -2, -0.5, 18, ., -11, -1.1, 4
10. COC(=O)CCCn1cc(CN2CC(N3CCN(C)CC3)CS2(=O)=O)nn1 (centres undefined)
  ., 3, -11, 0.6, 3, 1, -5, -0.6, -7
11. COc1ccc(S(=O)(=O)NC(C)C)cc1C(=O)NC1CCCCC1
  17, 12, -11, 0.8, -13, 2, -7, -1.3, 8
12. C=CCNc1ncnc2c1[nH]c1ccc(Cl)cc12
  -17, -1, -1, -0.3, -3, 13, -2, 51*, 12
13. Cc1cc(S(=O)(=O)NCc2ccc(S(N)(=O)=O)cc2)c(C)s1
  -10, -4, -9, -1.1, 17, 4, -3, -0.3, 0
14. CC1(C(=O)NNC(=S)NCC2CCCO2)CC1(Cl)Cl (centres undefined)
  8, -5, -9, -1.3, -2, 0, -2, 0.1, -6
15. COc1ccc(CCN2C(=O)NC(NS(=O)(=O)c3ccc(NC(C)=O)cc3)(C(F)(F)F)C2=O)cc1OC (centres undefined)
  -11, 21, -9, 1.9, -3, -2, -3, -1.3, 7
16. CC(C)c1ccc(NC(=O)COc2nncc3ccccc23)cc1
  -1, 7, -12, -0.8, -8, -1, -12, -1.4, -5
17. C=CCn1c(CNS(=O)(=O)c2ccc(F)cc2)n[nH]c1=S
  -15, -2, -6, 0.9, 8, -2, 0, -0.5, 19
18. CCC(=O)Nc1cccc(-c2ccc(N3CCC(C)CC3)nn2)c1
  12, 2, 5, 0.2, 1, 9, -9, -0.7, 7
19. NS(=O)(=O)c1ccc(NS(=O)(=O)c2ccc(NC(=O)c3ccc(-c4ccccc4)cc3)cc2)cc1
  1, -40, 0, -0.2, 5, 4, -4, 0.0, 7
20. CC(C)Sc1nc(O)c(Cc2ccccc2)c(=O)[nH]1
  12, 2, 0, -0.4, 13, 2, 0, 1.5, -4
21. Cc1cc(C)cc(N(CC(=O)Nc2cccc(C)c2C)S(=O)(=O)c2c(C)[nH]c(=O)[nH]c2=O)c1
  9, 10, -7, 0.0, 0, -2, 1, -0.1, -4
22. CC(NC(=O)CSC(=S)N(C)C)C12CC3CC(CC(C3)C1)C2 (centres undefined)
  -5, -10, -3, -0.6, 0, -2, -5, -0.1, 4
23. O=C(CSc1ccc(-c2ccccn2)nn1)Nc1nccs1
  -3, -1, -2, -0.1, -2, 7, 5, -0.5, 1
24. O=c1[nH]c2ccccc2nc1-c1ccc(Cl)cc1
  -7, -14, 0, -0.8, -3, 3, -4, -0.3, 14
25. O=C(Cn1c(=O)oc2ccccc21)Nc1ccc(Br)cc1
  6, 14, -6, -0.5, 1, 3, -5, 0.9, -11
26. CC(=O)c1cccc(NC(=O)CCS(=O)(=O)c2cccc3nsnc23)c1
  19, -8, -8, 2.3, -3, -1, -10, -1.7, -12
27. COc1ccccc1Nc1ncnc2ccccc12
  0, 14, -8, 0.3, -7, 3, 1, -0.6, 8
28. O=S(=O)(NC1CCCCC1N1CCN(c2ccccc2F)CC1)c1ccc(Cl)cc1 (centres undefined)
  4, 3, 29, 1.1, 12, -5, 1, -0.7, 3
29. Cc1c(Cl)ccc(S(=O)(=O)Nc2cccnc2)c1Cl
  -13, 16, 1, 1.4, 3, 1, -1, 0.2, 18
30. CC[C@]12c3[nH]c4ccccc4c3CCN1C(=O)C(CC(=O)NCCCOC)C[C@@H]2C(=O)N1CCN(C(=O)C2CC2)CC1 (some centres undefined)
  7, -3, -4, 0.5, 11, -2, 4, -0.9, 4

Three records drawn at random from those above, as already listed:
Values run as follows: PABP1 MLLE inh, CendR NRP1 mod, FAS TE block, MsrA inhibitor, eLon inh, MT1-MMP act inh, MsrA act, TbMetRS inhib, SKN-1 block
4. Cc1sc2nc(-c3cccs3)oc(=O)c2c1C
  -3, 10, 30, 0.8, -3, 0, 0, -0.4, -18
25. O=C(Cn1c(=O)oc2ccccc21)Nc1ccc(Br)cc1
  6, 14, -6, -0.5, 1, 3, -5, 0.9, -11
6. O=C(Nc1nc2ccccc2[nH]1)c1ccc(Cl)c(S(=O)(=O)N2CCCC2)c1
  -8, 34*, 4, ., 6, -6, 1, 0.6, 7

Part of the list above with just FAS TE block and PABP1 MLLE inh.
item | mol | FAS TE block | PABP1 MLLE inh
10 | COC(=O)CCCn1cc(CN2CC(N3CCN(C)CC3)CS2(=O)=O)nn1 (centres undefined) | -11 | .
17 | C=CCn1c(CNS(=O)(=O)c2ccc(F)cc2)n[nH]c1=S | -6 | -15
7 | COc1ccccc1NS(=O)(=O)c1ccc(C(=O)N2CCCC(C(F)(F)F)C2)cc1 (centres undefined) | 3 | -5
15 | COc1ccc(CCN2C(=O)NC(NS(=O)(=O)c3ccc(NC(C)=O)cc3)(C(F)(F)F)C2=O)cc1OC (centres undefined) | -9 | -11
13 | Cc1cc(S(=O)(=O)NCc2ccc(S(N)(=O)=O)cc2)c(C)s1 | -9 | -10
6 | O=C(Nc1nc2ccccc2[nH]1)c1ccc(Cl)c(S(=O)(=O)N2CCCC2)c1 | 4 | -8

New compounds follow:
Values run as follows: PABP1 MLLE inh, CendR NRP1 mod, FAS TE block, MsrA inhibitor, eLon inh, MT1-MMP act inh, MsrA act, TbMetRS inhib, SKN-1 block
31. COc1ccc(S(=O)(=O)N2CCCCC2)cc1NC(=O)c1cncc(Br)c1
  -7, 11, -4, 0.0, 4, 2, -3, -0.4, -7
32. O=C(COC(=O)CC12CC3CC(CC(C3)C1)C2)Nc1ncc(Cl)cc1Cl
  -14, 7, 22, 0.8, -5, -6, -2, -0.8, 16
33. CCOC(=O)c1ccc2[nH]cc(C(C)=O)c(=O)c2c1
  -8, -39, -10, 1.4, -12, 0, 0, -0.1, -3
34. CN(C)c1ccc(N=Nc2ccccc2C(=O)OCC(=O)N(C)c2ccccc2)cc1
  -18, 0, 17, -0.9, -7, 14, 0, -0.2, 5
35. O=C(CCc1nnc(C2CCCCC2)o1)N1CCN(C2CCCCC2)CC1
  9, 16, 1, -0.7, 3, -2, -2, -0.8, 8
36. CCc1nc2ccc(C(=O)N(C)Cc3ccco3)cn2c1N(C)Cc1ccc(OC)cc1
  12, -3, 0, -0.6, -9, -5, -1, -0.3, -11
37. O=C(CCSCCC(=O)NN=Cc1ccccc1O)NN=Cc1ccccc1O
  1, 9, 0, 3.6, 1, 3, -2, 1.1, 10
38. C=CCSc1nnc(-c2cc(C(C)(C)C)nn2Cc2ccc(F)cc2)n1C
  -23, 13, 8, -0.3, -9, -2, -3, 2.1, 1
39. Nn1nnc2ccccc21
  -11, 1, -4, 0.5, -9, 0, 0, -0.7, 10
40. CCOCCCNC(=S)N1CCN(CC)CC1
  -52, 9, -1, -0.2, -1, 0, -3, -0.3, 3
41. Cc1cc(-c2ccccc2)nc(-c2ccccc2)c1C
  8, 16, 24, -0.4, -2, -3, 1, 0.1, 8
42. Nc1nc(SCC(=O)N2N=C3/C(=C\c4ccco4)CCCC3C2c2ccco2)n[nH]1 (centres undefined)
  -12, 8, -14, 2.1, -3, -1, -5, -0.1, 6
43. Cc1cnc2cc([N+](=O)[O-])ccc2n1
  -9, 1, -6, 0.5, -45, 0, 3, -0.5, -9
44. Cc1cc(OCC(=O)N(C)c2c(N)n(Cc3ccccc3)c(=O)[nH]c2=O)c(C(C)C)cc1Cl
  -26, -6, -2, 0.2, -2, -16, -4, -0.4, 8
45. COc1ccc(CC(=O)NCCS(=O)(=O)N2CCN(c3ccc(F)cc3)CC2)cc1OC
  1, -1, -4, 0.1, -6, 3, -3, -0.3, -2
46. CCN1CCN(c2ccc(S(=O)(=O)N3CCOCC3)cc2NC(=O)CCOc2ccccc2)CC1
  -10, 20, -1, -0.1, -3, 1, -3, 0.1, -6
47. COc1ccc(-c2csc(NC(=O)CN3C(=O)CCC3=O)n2)c(OC)c1
  11, 11, -3, 0.1, 5, 4, -8, -1.0, -17
48. Cn1c(N)c(C(=O)COC(=O)C2CCC(C(C)(C)C)CC2)c(=O)n(C)c1=O (centres undefined)
  -3, -6, 18, -0.7, 0, -3, -4, -0.4, 0
49. C#CCOCCOCCOCCNc1nc(N2CCN(C(=O)[C@H](CC(N)=O)n3cc([C@@H](N)C(C)C)nn3)CC2)nc(N2CCN(C(=O)[C@H](CC(N)=O)n3cc([C@@H](N)C(C)C)nn3)CC2)n1
  7, 12, -8, 0.0, -2, -3, -5, -0.3, -1
50. Cc1cc(S(=O)(=O)N2CCCC2)ccc1OCC(=O)NCc1ccco1
  10, -16, -4, 0.9, 1, -5, -1, -0.1, 8
51. O=C(c1ccccc1)c1ccc2nc(Nc3ccccc3)c3nncn3c2c1
  -8, 20, 5, -0.2, -1, ., 0, -0.2, -2
52. O=C(c1ccco1)N1CCN(CCCCOc2ccc(F)cc2)CC1
  3, -6, -5, -1.0, 0, 2, 9.4*, -0.3, -10
53. CCOc1ccc(OCCOC(=O)CNC(=O)c2ccc(Cl)cc2Cl)cc1
  -9, -1, 6, -0.7, 9, 4, 1, -0.5, 19
